Screens: PubChem BioAssay, several laboratories
MEX-5 binding: C. elegans MEX-5 TCR-2 RNA binding activity | Q9XUB2 | MEX-5/FITC-TCR2 RNA binding, fluorescence polarization; active compounds read low | activity score (negative = inhibition of binding), % at 10 µM | 300,000 tested, 0.38% active | AID 1832;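 active = inhibition past about -25% in most replicates, and total fluorescence under double the plate's negative control median, limit read from the data; inconclusive = replicates evenly split on the limit, or fluorescence at least double controls; inactive = too little inhibition in most replicates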;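 note: 0% = DMSO and -100% = 5 µM competing unlabeled TCR2 RNA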
Yeast superoxide: caloric restriction mimetics inhibiting age-related superoxide in yeast. S. cerevisiae aged cells, superoxide DHE fluorescence; active compounds read low. 330,000 tested, 0.18% active. AID 2690. superoxide response (% of plate mean), % at 10 µM;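 active = superoxide response under a set limit, about three screen SD below normal, cut at about 65% in these data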;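 note: yeast aged for seven days with compound at 30 °C before DHE staining; 100% = average MFI of all compound-treated wells on the plate with controls excluded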
MCL1 BIM primary: inhibitors of human MCL1 binding to BIM-BH3 peptide | 320,000 tested, 0.68% active | GST-MCL1 / FITC-Bim-BH3 fluorescence polarization | Q07820 | inhibition, % at 10.9 µM;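 active = inhibition above the mean inhibition of all tested compounds plus 3 SD, set per campaign, cut at about 40% in these data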;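 note: 0% = DMSO wells and 100% = unlabeled Bim-BH3 peptide control; higher means more loss of mP so more displacement of Bim peptide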
Target sequence (Q07820 whole entry, looked up): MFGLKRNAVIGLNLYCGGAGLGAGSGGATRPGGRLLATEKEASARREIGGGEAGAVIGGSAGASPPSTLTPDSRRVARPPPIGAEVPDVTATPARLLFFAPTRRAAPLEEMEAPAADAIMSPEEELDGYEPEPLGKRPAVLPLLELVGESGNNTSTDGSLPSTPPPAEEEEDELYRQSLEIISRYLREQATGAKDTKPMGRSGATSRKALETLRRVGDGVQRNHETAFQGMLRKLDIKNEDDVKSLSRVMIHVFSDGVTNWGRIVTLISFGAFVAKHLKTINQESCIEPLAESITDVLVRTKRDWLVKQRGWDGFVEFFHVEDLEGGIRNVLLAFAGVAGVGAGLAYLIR
GLD-1 RNA inh: GLD-1-TGE RNA interaction inhibition (C. elegans); purified GLD-1 + fluorescein TGE RNA, fluorescence polarization; 320,000 tested, 0.44% active; Q17339; inhibition, % at 5.96 µM;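 active = percent inhibition above a per-plate cutoff, the plate mean of test compounds plus 3 SD, cut at about 30% in these data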;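 note: 0% = DMSO wells with GLD-1 and probe and 100% = wells lacking GLD-1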
Target sequence (Q17339 whole entry, looked up): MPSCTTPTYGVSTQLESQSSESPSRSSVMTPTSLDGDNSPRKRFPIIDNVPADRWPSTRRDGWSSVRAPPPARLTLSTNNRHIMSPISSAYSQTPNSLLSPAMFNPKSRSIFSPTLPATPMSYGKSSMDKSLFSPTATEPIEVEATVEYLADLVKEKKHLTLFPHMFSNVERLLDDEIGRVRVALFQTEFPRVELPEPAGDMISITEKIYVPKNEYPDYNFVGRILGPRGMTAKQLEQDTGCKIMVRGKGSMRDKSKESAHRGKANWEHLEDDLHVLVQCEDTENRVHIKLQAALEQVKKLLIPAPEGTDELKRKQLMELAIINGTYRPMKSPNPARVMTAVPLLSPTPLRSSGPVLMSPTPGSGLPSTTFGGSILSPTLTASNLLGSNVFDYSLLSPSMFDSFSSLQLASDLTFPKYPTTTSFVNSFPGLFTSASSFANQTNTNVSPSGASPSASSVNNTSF
AGP1-GFP MLPCN: modulators of TOR pathway AGP1-GFP in S. cerevisiae; AID 2066; S. cerevisiae AGP1-GFP multiplex flow cytometry, 3 h; GFP as percent of DMSO wells; 320,000 tested, 0.02% active; GFP response vs DMSO, % at 10 µM;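 active = GFP response relative to DMSO above a set limit, near screen average plus 3 SD, cut at about 150% in these data; inconclusive = fewer than 70 cells counted for the yeast strain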;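 note: median GFP channel fluorescence of the gated AGP1 strain per well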
CIT2 TOR yeast: alters CIT2-GFP fluorescence in TOR pathway yeast screen | S. cerevisiae CIT2-GFP strain, flow cytometry, 3 h; 100 means same as DMSO wells | GFP response vs DMSO, % at 10 µM | 320,000 tested, 0.065% active | AID 2029;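 active = GFP response relative to DMSO above a set limit, near the screen mean plus 3 SD, cut at about 150% in these data; inconclusive = Fewer than 70 cells measured for a yeast strain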;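 note: ratio of well median GFP fluorescence to mean of DMSO wells on the plate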
Bcl-xL primary: Bcl-xL (human) inhibition. Q07817. GST-Bcl-xL / FITC-Bim BH3 peptide fluorescence polarization. inhibition, % at 10.9 µM. 320,000 tested, 0.7% active;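 active = inhibition above the mean of all tested compounds plus 3 SD, cutoff set per campaign, cut at about 30% in these data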;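 note: 0% = DMSO wells and 100% = unlabeled Bim-BH3 peptide competitor; inhibitors lower millipolarization by displacing the labeled peptide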
Target sequence (Q07817 whole entry, looked up): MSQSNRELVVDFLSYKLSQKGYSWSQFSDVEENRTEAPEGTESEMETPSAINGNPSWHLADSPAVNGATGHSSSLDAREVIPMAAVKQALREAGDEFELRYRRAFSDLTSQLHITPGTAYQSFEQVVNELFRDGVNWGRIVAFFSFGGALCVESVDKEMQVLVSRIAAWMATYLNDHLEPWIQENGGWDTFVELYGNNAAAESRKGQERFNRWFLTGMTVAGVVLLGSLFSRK
GRK2 aptamer HTS: inhibitors of human GRK2 displacing RNA aptamer. bead flow cytometry, FAM-aptamer displacement from GRK2. inhibition of aptamer binding, % at 10 µM. AID 488847. 330,000 tested, 0.59% active. P25098;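 active = inhibition of aptamer binding above 40%, roughly 3 SD of noise, on plates passing a quality check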;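 note: median bead fluorescence of bound FAM aptamer so fluorescent compounds give negative values; no value below 0 was filed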
VLA-4 inh: inhibition in a human VLA-4 binding assay; 330,000 tested, 0.2% active; P13612; inhibition, % (about 7 µM as worked out from the volumes in the protocol); VLA-4 expressing cells, ligand binding flow cytometry; AID 2557; in the data active = inhibition above about 50%
Numbers without * were called inactive; i = inactive; ? = inconclusive; . = not tested or not shown; + = active, no number; [ ] = remark or other dose.

SMILES	MEX-5 binding	Yeast superoxide	MCL1 BIM primary	GLD-1 RNA inh	AGP1-GFP MLPCN	CIT2 TOR yeast	Bcl-xL primary	GRK2 aptamer HTS	VLA-4 inh
C=CCn1c(SCC(N)=O)nnc1-c1cccc(Br)c1	-3.1	90	4	7	100	110	5	2	-5
c1ccc2c(c1)oc1c(Nc3ccc4c(c3)OCO4)ncnc12	-2.4	88	20	-5	99	100	16	0	-2
Cc1cnc(NC(=O)c2ccncc2)s1	1.9	111	6	-6	117	102	3	0	-23
COc1ccc(CC(=O)Nc2nc(-c3ccc(F)c(F)c3)cs2)cc1	-0.9	109	3	-2	92	80	1	92*	18
Cc1ccc(S(=O)(=O)Oc2ccccc2/C=N/NC(=O)c2nn(C)cc2[N+](=O)[O-])cc1	-0.7	113	-1	4	93	106	6	1	13
O=C1CCCc2c1cc(C(=O)NCc1ccco1)c(=O)n2-c1ccccc1	1.3	102	1	4	103	97	5	1	3
COc1ccc(S(=O)(=O)N(C)Cc2cccs2)cc1Br	-0.6	104	6	5	97	94	7	0	-1
COc1ccc(Br)cc1S(=O)(=O)n1nc(C)cc1C	0.4	89	1	-1	77	82	4	2	14
C=CCN1C(=O)CC(C(=O)NC)SC1=Nc1ccc(C(=O)OCC)cc1 (centres undefined)	-2.8	112	5	0	102	98	2	0	15
COc1cccc(C2CC(=O)Nc3cc4c(cc32)CCC4)c1 (centres undefined)	0.0	144	3	10	112	105	4	12	7
O=C(CN1C(=O)NC2(CCCCC2)C1=O)N1CCOCC1	.	97	0	5	95	99	4	0	-10
CCOC(=O)c1c(C)n(O)c2ccc(Cl)cc2c1=O	-0.4	96	4	9	99	101	13	1	11

Complete entries, looked up by structure.
`CCOC(=O)c1c(C)n(O)c2ccc(Cl)cc2c1=O` is listed with MEX-5 binding = -0.4; Yeast superoxide = 96; MCL1 BIM primary = 4; GLD-1 RNA inh = 9; AGP1-GFP MLPCN = 99; CIT2 TOR yeast = 101; Bcl-xL primary = 13; GRK2 aptamer HTS = 1; VLA-4 inh = 11
`C=CCn1c(SCC(N)=O)nnc1-c1cccc(Br)c1` is listed with MEX-5 binding = -3.1; Yeast superoxide = 90; MCL1 BIM primary = 4; GLD-1 RNA inh = 7; AGP1-GFP MLPCN = 100; CIT2 TOR yeast = 110; Bcl-xL primary = 5; GRK2 aptamer HTS = 2; VLA-4 inh = -5

Remaining list, next part
SMILES	MEX-5 binding	Yeast superoxide	MCL1 BIM primary	GLD-1 RNA inh	AGP1-GFP MLPCN	CIT2 TOR yeast	Bcl-xL primary	GRK2 aptamer HTS	VLA-4 inh
COC(=O)c1ccccc1NC(=O)c1noc2c1CC(C(C)(C)C)CC2 (centres undefined)	-2.1	93	6	2	107	105	7	0	-16
COc1cccc(NC(=O)CSc2nc3ccccc3cc2Cc2ccccc2)c1	0.0	88	-3	2	105	110	2	4	5
COc1ccccc1N1CCN(C2CCN(C(=O)c3cccs3)CC2)CC1	-1.9	97	2	-1	83	67	2	0	8
CS(=O)(=O)Oc1ccc(/C=N/NC(=O)c2ccncc2)cc1	-1.4	92	14	3	100	101	4	1	-1
CC(C)CC(O)(CC(C)C)C(=O)NNc1ccccc1	-1.1	107	-6	4	91	89	12	0	9
CCCn1c(N2CCN(CC(=O)c3c(C)n(C)c4ccccc34)CC2)nc2c1c(=O)[nH]c(=O)n2C	0.9	95	6	-6	77	73	6	0	9
Nc1cccc(CP(=O)(c2ccccc2)c2ccccc2)c1	.	104	5	9	90	85	5	0	1
COc1cc(CO)cc(Br)c1OCC(=O)Nc1cccc2ccccc12	-1.0	93	-1	-3	91	103	3	0	-5
COc1ccc(OC)c(-n2nnnc2SCC(=O)Nc2ccccc2N2CCOCC2)c1	3.0	108	4	3	106	101	4	1	8
COc1ccc(S(=O)(=O)N(CC(=O)NCc2cccnc2)Cc2ccccc2)cc1	-5.1	100	0	4	95	94	5	0	-6
O=C(Nc1ccccc1Sc1ccccc1)c1ccccc1	1.6	92	5	1	.	109	2	0	-2
C=CCn1c(SCc2ccccc2C#N)nnc1-c1cc(Br)ccc1O	1.3	107	2	3	94	98	5	3	-19

Arranged by SMILES length (descending): four of the compounds above.
SMILES	MEX-5 binding	Yeast superoxide	MCL1 BIM primary	GLD-1 RNA inh	AGP1-GFP MLPCN	CIT2 TOR yeast	Bcl-xL primary	GRK2 aptamer HTS	VLA-4 inh
COc1cccc(NC(=O)CSc2nc3ccccc3cc2Cc2ccccc2)c1	0.0	88	-3	2	105	110	2	4	5
c1ccc2c(c1)oc1c(Nc3ccc4c(c3)OCO4)ncnc12	-2.4	88	20	-5	99	100	16	0	-2
C=CCn1c(SCC(N)=O)nnc1-c1cccc(Br)c1	-3.1	90	4	7	100	110	5	2	-5
Cc1cnc(NC(=O)c2ccncc2)s1	1.9	111	6	-6	117	102	3	0	-23

The listing continues:
SMILES	MEX-5 binding	Yeast superoxide	MCL1 BIM primary	GLD-1 RNA inh	AGP1-GFP MLPCN	CIT2 TOR yeast	Bcl-xL primary	GRK2 aptamer HTS	VLA-4 inh
O=C(CSc1nnnn1-c1ccccc1)N1CCc2ccccc2C1	-3.1	114	10	-2	90	83	2	2	19
O=C(COc1ccccc1Cl)Nc1ccccc1C(=O)Nc1cccc(C(=O)O)c1	-0.2	107	11	-1	100	102	6	3	12
COc1ccc(N2C(=O)C3CCCN3C2c2cccc(C)c2)cc1Cl (centres undefined)	0.6	90	6	-1	95	89	3	0	6
CN(C)S(=O)(=O)c1cc(C(=O)Nc2ccn(C)n2)c(Cl)cc1Cl	.	96	4	7	+[may fluoresce green]	+[may fluoresce green]	-1	0	i
O=C(NCc1cccnc1)C1CCN(c2ccc(S(=O)(=O)N3CCOCC3)cc2Cl)CC1	1.3	98	-7	1	99	94	4	3	15
C/C(CC(=O)Nc1ccc(Cl)cc1C(F)(F)F)=N\NC(N)=S	0.7	97	4	8	106	102	6	0	0
CC1=C(C#N)C(=O)N(C2CCS(=O)(=O)C2)C(=O)/C1=C\c1ccc(C)o1 (centres undefined)	?	89	52*	-10	109	105	30*	31	14
O=C(Nc1ccccn1)NC1CCCCC1	-5.1	93	-3	7	98	110	1	1	16
O=C(COc1ccccc1Cl)NCCCNC(=O)c1cccnc1	-0.5	104	-4	7	94	99	1	4	14
CN(C)C1=NCC(CSC(=N)N)S1 (centres undefined)	-0.4	97	9	-2	89	80	2	2	12
CC(c1ccccc1C(O)(c1ccccc1)c1ccccc1)N(C)C (centres undefined)	0.8	100	5	3	102	104	3	0	0
CCOc1ccc(-c2noc(COC)n2)cc1OC	-1.9	104	1	1	97	104	4	0	11
CC(C)CC1=NC(C(F)(F)F)(C(F)(F)F)c2c(n(CC(C)C)c(=O)[nH]c2=O)N1	-8.8	95	-4	2	92	98	0	1	12
N#Cc1ccc(N/N=C/c2ccccc2)c([N+](=O)[O-])c1	-1.0	89	-5	9	104	101	1	0	1
CN(C)S(=O)(=O)c1cccc(NC(=O)c2cc(-c3cccs3)nn2-c2ccccc2)c1	-0.8	74	0	5	.	.	5	0	40
COc1ccc(NC(=O)c2ccc(CNc3c(NC4CCCCC4)c(=O)c3=O)cc2)cc1OC	-1.6	98	4	5	95	95	5	0	4
Cn1cnnc1SCC(=O)Nc1ccccc1C(=O)NC1CCCC1	0.5	90	8	7	97	98	-1	0	-11
CN(C)c1cc[n+](CC(=O)Nc2ccc(Oc3ccccc3)cc2)cc1	-2.2	104	1	0	98	96	7	0	2
Cc1ccc(S(=O)(=O)N(CC(=O)N2CCC(C(N)=O)CC2)Cc2ccc(F)cc2)cc1	-1.3	99	2	-2	106	105	8	0	5
CCn1c(SCC(=O)Nc2ccc(C(C)=O)cc2)nc2ccccc21	-1.1	108	-6	-1	88	77	-7	0	1
Cc1c(C(=O)OCC(=O)NCCc2ccc(S(N)(=O)=O)cc2)oc2ccccc12	.	80	1	5	103	91	0	0	6
O=C(Nc1nnc(C2=COCCO2)o1)c1cccc([N+](=O)[O-])c1	0.9	105	3	-8	98	91	3	0	-15
Cc1cc(C(=O)Nc2ccc(Cl)cc2)on1	-2.8	115	-7	12	83	90	1	2	20
Oc1ccc(N2CCN(c3nnnn3-c3ccccc3)CC2)cc1	-1.3	96	12	1	100	98	17	0	9
O=C(O)CNS(=O)(=O)c1ccc2[nH]c(=O)c(=O)[nH]c2c1	-0.5	87	3	0	124	117	2	0	-1
Cc1cccc(-c2c3c(=O)n(C)c(=O)n(C)c3cn2CC2CCCO2)c1 (centres undefined)	0.5	116	4	3	99	101	5	3	-1
CNC(=O)C1CC(=O)N(c2ccc(OCC(=O)NCc3ccccc3)cc2)C1 (centres undefined)	0.7	99	3	-8	97	105	2	0	-2
O=C1NN(c2ccccc2)C(=O)/C1=C\c1coc2ccc(O)cc2c1=O	-0.9	95	17	-3	102	102	14	14	-3
O=C(OCC1CC(c2ccccn2)=NO1)c1ccc(Br)cc1 (centres undefined)	0.2	98	1	4	98	90	0	0	-21
COc1cccc(-n2cnc3sc(-c4ccccc4)cc3c2=O)c1	-1.6	108	2	7	102	105	-2	0	10
N#C/C(=N\Nc1ccc([N+](=O)[O-])cc1)C(=N)N1CCOCC1	1.2	96	-10	2	.	.	6	1	-6
CCOc1cc(/C=N/NC(=O)c2ccccc2OCc2ccc(F)cc2)ccc1O	.	105	8	3	101	109	6	0	9
O=C(CNC(=O)c1ccccc1F)NCCCN1CCCC1=O	4.8	90	1	1	108	94	2	0	-6
Cc1c(C(=O)Nc2ccccc2)c2ccc(C(F)(F)F)cc2n1O	-0.9	103	2	4	109	98	6	0	11
CCOC(=O)C1(C)NC(c2ccc(N(C)C)cc2)C2C(=O)N(c3ccc(OC)cc3)C(=O)C21 (centres undefined)	-1.4	93	7	7	104	109	7	1	0
Cc1onc(-c2c(F)cccc2Cl)c1C(=O)Nc1sc2c(c1C#N)CCC(C(C)(C)C)C2 (centres undefined)	-3.0	103	8	-1	101	98	9	0	-3

The list goes on; the last two above are carried over.
SMILES	MEX-5 binding	Yeast superoxide	MCL1 BIM primary	GLD-1 RNA inh	AGP1-GFP MLPCN	CIT2 TOR yeast	Bcl-xL primary	GRK2 aptamer HTS	VLA-4 inh
CCOC(=O)C1(C)NC(c2ccc(N(C)C)cc2)C2C(=O)N(c3ccc(OC)cc3)C(=O)C21 (centres undefined)	-1.4	93	7	7	104	109	7	1	0
Cc1onc(-c2c(F)cccc2Cl)c1C(=O)Nc1sc2c(c1C#N)CCC(C(C)(C)C)C2 (centres undefined)	-3.0	103	8	-1	101	98	9	0	-3
O=C1CC(c2cc(Br)ccc2F)c2cc3c(cc2N1)CCC3 (centres undefined)	-0.6	176	-1	2	118	104	4	1	-2
CCOC(=O)Cn1c(-c2ccccn2)nc2ccccc21	-0.3	99	5	3	95	99	0	2	8
Fc1ccc(-c2csc(-c3ccc(C4SCCS4)cc3)n2)cc1F	-0.7	93	7	0	99	103	6	0	9
COc1ccc2cc(C(N)=O)c(=Nc3ccc(C)cc3)oc2c1	-4.5	95	-2	-1	107	106	0	3	7
O=C(Nc1ccccc1)NC1(C(=O)N2CCN(C(=O)c3ccco3)CC2)CCCCC1	-0.3	89	5	-2	96	113	8	3	15
